High-throughput results from PubChem.
NOTCH ag = agonists of NOTCH signaling; activation, % at 2.5 µM; NOTCH signaling luciferase reporter cells, luminescence; 0.4% of 15,000 active; AID 434982; in the data active = activation above about 2.2%
PME-1 Maybridge = inhibitors of human PME-1 in Maybridge library; Q9Y570; recombinant PME-1, FP-Rh probe fluorescence polarization; inhibition, % at 9 µM; 0.5% of 16,000 active; in the data active = inhibition above about 30%
S1P1 ag = S1P1 (human) receptor agonism. P21453. S1P1 agonist cell-based reporter assay. activation, % at 4.5 µM. 1.5% of 16,000 active; in the data active = activation above about 80%
Target sequence (P21453 whole entry, looked up): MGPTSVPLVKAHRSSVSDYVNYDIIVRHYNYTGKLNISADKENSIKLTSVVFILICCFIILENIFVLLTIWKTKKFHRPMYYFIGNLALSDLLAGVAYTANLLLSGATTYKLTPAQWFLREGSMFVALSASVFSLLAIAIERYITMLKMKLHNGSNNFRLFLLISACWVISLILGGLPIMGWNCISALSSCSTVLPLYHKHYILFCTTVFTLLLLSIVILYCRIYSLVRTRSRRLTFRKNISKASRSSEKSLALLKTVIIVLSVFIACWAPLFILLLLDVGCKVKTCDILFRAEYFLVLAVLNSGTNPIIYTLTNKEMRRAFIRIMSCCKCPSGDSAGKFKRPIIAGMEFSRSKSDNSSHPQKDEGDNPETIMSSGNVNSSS
Nox1 inhibitor = blocks human NADPH oxidase 1 activity. HT29 cells, luminol chemiluminescence ROS. 0.81% of 16,000 active. inhibition, % at 6.7 µM
Luminol counter = quenches luminol chemiluminescence in Nox1 counter-screen | HRP/luminol/H2O2 chemiluminescence counterscreen | inhibition, % at 6.7 µM | 0.4% of 16,000 active | AID 1823; note: reference of the scale not given here
KOR antag MB = antagonists of human kappa opioid receptor OPRK1, Maybridge library; P41145; OPRK1 cells, antagonist mode, fluorescence readout; inhibition, % at 9 µM; 0.4% of 16,000 active; in the data active = inhibition above about 50%
Target sequence (P41145 whole entry, looked up): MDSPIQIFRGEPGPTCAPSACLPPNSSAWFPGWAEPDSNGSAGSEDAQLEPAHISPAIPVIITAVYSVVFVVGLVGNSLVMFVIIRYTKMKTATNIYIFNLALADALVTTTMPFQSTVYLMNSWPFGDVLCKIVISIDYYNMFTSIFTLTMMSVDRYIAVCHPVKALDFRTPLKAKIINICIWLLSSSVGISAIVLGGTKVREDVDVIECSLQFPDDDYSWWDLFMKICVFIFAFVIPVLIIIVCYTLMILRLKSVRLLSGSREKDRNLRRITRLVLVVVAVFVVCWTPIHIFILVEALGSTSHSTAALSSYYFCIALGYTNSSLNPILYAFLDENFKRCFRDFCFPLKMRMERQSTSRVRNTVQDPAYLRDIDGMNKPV
rat GALR2 agon = activates the rat galanin receptor 2. O08726. cell-based GALR2 agonist screen. activation, % at 10 µM. 0.5% of 16,000 active. AID 833; in the data active = activation above about 15%
TLR4 MyD88 blk = blocks binding of human TLR4 to MyD88; 0.06% of 16,000 active; inhibition, % at 10 µM; Cell-based TLR4-MyD88 binding inhibition assay; AID 811; in the data active = inhibition above about 45%
Starred values were filed as active, the others as inactive; . = not tested or not shown. Cut-off read from the data, not from the text of the source, unless noted: active = inhibition above about 75%; inactive = the rest.

Below each compound: Luminol counter	PME-1 Maybridge	Nox1 inhibitor	NOTCH ag	TLR4 MyD88 blk	rat GALR2 agon	KOR antag MB	S1P1 ag
[1] CSc1nc2ccccc2c(=O)n1-c1cccnc1
→ -6	3	8	-5.8	-4	-5	-2	-1
[2] CCOc1ccc(/C=C(\C)[N+](=O)[O-])cc1OC
→ 5	-3	-55	0.1	-24	-9	18	66
[3] C[C@@H]1CC2(C)C(=CC1=O)CCC1C2CCC2(C)C1CC[C@]2(C)O (stereo not given in full)
→ 3	-6	-16	-0.9	-2	-5	16	-8
[4] CS/C(=N\C(N)=N/[N+](=O)[O-])Nc1ccc(C)c(C)c1
→ -11	7	16	0.4	-7	-5	18	18
[5] O=C1C2CCN(CC2)C1CSc1ccc(Cl)cc1 (stereo not given)
→ -6	2	3	-0.2	-1	-9	22	4
[6] CN(C)C(=S)SCC#N
→ -8	5	-4	-0.6	4	-8	9	-14
[7] NC(N)=NC(N)=NCc1cccnc1
→ 0	-3	-56	-0.6	3	-7	2	-1
[8] CNC(=O)O/N=C(\C)Cc1nnn(-c2cc(C)on2)n1
→ 1	1	-26	-0.1	-9	-4	16	-14
[9] CN1CCN(C(=O)COc2cc(-c3ccccc3)nc3ccccc23)CC1
→ -9	8	6	0.1	-6	-6	-11	-16
[10] O=C1NC(=S)NC(=O)C1=Cc1ccc([N+](=O)[O-])s1
→ 6	-8	0	-0.4	-13	-4	1	-6

(cont.)
Below each compound: Luminol counter	PME-1 Maybridge	Nox1 inhibitor	NOTCH ag	TLR4 MyD88 blk	rat GALR2 agon	KOR antag MB	S1P1 ag
[11] COC(=O)c1sc2c(C)cc(Cl)c(C)c2c1C(=O)O
→ -1	4	-80	0.0	-2	0	2	-20
[12] C=CCOc1ccc(C=C(C#N)C#N)cc1
→ 10	-3	-64	-0.9	10	-10	13	1
[13] O=C(Cc1ccccc1)N1CCN(Cc2ccccc2)CC1
→ -3	5	20	-0.2	0	-6	1	5
[14] COC(=O)c1cc(C=C(C#N)C#N)cn1C
→ 3	-1	-39	-0.2	-2	-6	0	-19
[15] Cc1cc(C(=O)Nc2ccc3c(c2)OCCO3)nn1C(C)(C)C
→ 3	-1	-15	-0.5	-5	-6	6	12
[16] O=C(Nc1[nH]ncc1Br)C(Cl)Cl
→ -5	8	-9	-0.4	-2	-6	13	-6
[17] CC(C)=CC1C(C(=O)OCN2C(=O)C3=C(CCCC3)C2=O)C1(C)C (stereo not given)
→ 0	-2	-31	-0.3	-3	-7	-17	36
[18] CN1C2CCC1CC(N=Cc1c(F)cccc1Cl)C2 (stereo not given)
→ 2	2	-16	-5.9	1	1	7	-6
[19] Cn1cnc(-n2oo2)c1C#N
→ -2	-1	30	-0.6	-7	-8	-2	10
[20] O=C1NC(=O)C(=Cc2ccncc2)C(=O)N1
→ -1	1	0	0.0	5	-3	4	1

(listing goes on)
Below each compound: Luminol counter	PME-1 Maybridge	Nox1 inhibitor	NOTCH ag	TLR4 MyD88 blk	rat GALR2 agon	KOR antag MB	S1P1 ag
[21] CN1C(=O)CC(c2ccccc2)Nc2ccccc21 (stereo not given)
→ 5	-3	-60	-0.7	10	-3	-3	50
[22] NC(=NCCCC(NC(=O)OCc1ccccc1)C(=O)O)N[N+](=O)[O-] (stereo not given)
→ 3	-6	-13	-0.2	7	-7	-11	-5
[23] Cc1ccc2c(c1)Sc1ccc(C)cc1S2
→ 2	0	-20	-0.4	3	-4	-1	-21
[24] ON=C1CC2CCCC(C1)N2Cc1ccccc1
→ -5	4	-6	-5.4	-9	-4	14	-2
[25] NCC(=O)c1ccc(Br)cc1
→ 0	1	-28	-0.2	3	-6	14	-5
[26] COCc1cc(OC(=O)N(C)C)nc(-c2ccncc2)n1
→ -2	6	-10	-0.3	-2	-5	14	1
[27] CN(C)NC(=O)CCC(=O)O
→ 3	0	-67	-0.5	7	-5	10	4
[28] Cc1nn(C(C)(C)C)c(C)c1/C=N/OC(=O)Nc1cccc(C(F)(F)F)c1
→ 3	0	-36	-0.3	0	-8	4	4
[29] C=CC1CN2CCC1CC2C(OC(C)=O)c1ccnc2ccc(OC)cc12 (stereo not given)
→ -1	-4	30	-0.6	-8	11	17	-14
[30] Cn1c(O)c(C=Nc2cccc(C(F)(F)F)c2)c(=O)n(C)c1=O
→ 3	-1	-38	-0.1	-10	-5	-3	-2

3 of these compounds, reformatted:
[23] Cc1ccc2c(c1)Sc1ccc(C)cc1S2
  Luminol counter: 2
  PME-1 Maybridge: 0
  Nox1 inhibitor: -20
  NOTCH ag: -0.4
  TLR4 MyD88 blk: 3
  rat GALR2 agon: -4
  KOR antag MB: -1
  S1P1 ag: -21

[28] Cc1nn(C(C)(C)C)c(C)c1/C=N/OC(=O)Nc1cccc(C(F)(F)F)c1
  Luminol counter: 3
  PME-1 Maybridge: 0
  Nox1 inhibitor: -36
  NOTCH ag: -0.3
  TLR4 MyD88 blk: 0
  rat GALR2 agon: -8
  KOR antag MB: 4
  S1P1 ag: 4

[21] CN1C(=O)CC(c2ccccc2)Nc2ccccc21 (stereo not given)
  Luminol counter: 5
  PME-1 Maybridge: -3
  Nox1 inhibitor: -60
  NOTCH ag: -0.7
  TLR4 MyD88 blk: 10
  rat GALR2 agon: -3
  KOR antag MB: -3
  S1P1 ag: 50

Two entries drawn at random from those above, as already listed:
Below each compound: Luminol counter	PME-1 Maybridge	Nox1 inhibitor	NOTCH ag	TLR4 MyD88 blk	rat GALR2 agon	KOR antag MB	S1P1 ag
[24] ON=C1CC2CCCC(C1)N2Cc1ccccc1
→ -5	4	-6	-5.4	-9	-4	14	-2
[21] CN1C(=O)CC(c2ccccc2)Nc2ccccc21 (stereo not given)
→ 5	-3	-60	-0.7	10	-3	-3	50

(next part)
Below each compound: Luminol counter	PME-1 Maybridge	Nox1 inhibitor	NOTCH ag	TLR4 MyD88 blk	rat GALR2 agon	KOR antag MB	S1P1 ag
[31] N#CC(C#N)=NNc1ccc(C(F)(F)F)cc1
→ 8	30	8	-1.0	-33	-14	37	115*
[32] COc1cc(C=C(C#N)C#N)cc(OC)c1OC
→ 2	-1	-34	0.3	6	-5	6	5
[33] O=C1NC(=O)C(C2(C3C(=O)NC(=O)NC3=O)C(=O)Nc3ccccc32)C(=O)N1
→ 5	-1	-37	-0.8	3	-8	-6	5
[34] N#CC(C#N)=Cc1ccsc1
→ -7	2	-4	0.2	1	-2	6	-5
[35] CC12C=CC(=O)C=C1CCC1C2CCC2(C)C(=O)CCC12 (stereo not given)
→ 1	-5	-47	-0.2	12	-2	19	2
[36] CN1C(=O)C([N+](=O)[O-])C(=O)N(C)C1=O
→ -3	8	17	-0.9	4	-4	46	20
[37] Cn1cnc(-n2oo2)c1C(=O)O
→ 2	-2	-22	-0.5	-2	-6	-4	-3
[38] O=C1CC(=O)N(Cc2ccccc2)C(=O)N1
→ 7	1	-75	.	3	-5	-18	-24
[39] CC1(C)SC(c2cccnc2)N[C@H]1C(=O)O (stereo not given in full)
→ -2	4	-52	-0.1	-1	-6	-8	-10
[40] O=C1NC(=O)C(=Cc2ccc(O)cc2)C(=O)N1
→ -18	-1	-28	.	0	-8	14	-4

Additional entries:
Below each compound: Luminol counter	PME-1 Maybridge	Nox1 inhibitor	NOTCH ag	TLR4 MyD88 blk	rat GALR2 agon	KOR antag MB	S1P1 ag
[41] OC(c1ccccc1)(c1ccccc1)C1CCCN1 (stereo not given)
→ -5	-3	-26	-0.8	-4	-9	1	-14
[42] C/C=C(\C)C(=O)Nc1ccc(Cl)cc1C(=O)c1ccccc1
→ 0	0	-31	-0.5	-4	-2	5	-16
[43] CC12CCC3C(CC=C4CC(O)CCC43CO)C1CCC2OC(=O)c1ccccc1 (stereo not given)
→ 0	2	-46	-0.2	-6	-10	44	-17
[44] COCCOC(=O)C1=C(C)OC(N)=C(C#N)C12C(=O)Nc1ccccc12 (stereo not given)
→ -2	4	-2	-0.2	-4	-2	18	-6
[45] COc1ccc(NC(=S)NNC(=O)C2(O)CN3CCC2CC3)cc1 (stereo not given)
→ -9	4	38	-0.2	-16	-5	20	-3
[46] COCc1cc(OC(=O)N(C)C)nc(-c2cccc(C)c2)n1
→ -9	7	1	-0.9	-4	-7	11	-2
[47] O=C1C2CCN(CC2)C12CC2c1ccc(C(F)(F)F)cc1 (stereo not given)
→ 0	-1	-62	-0.3	5	-5	-2	-8
[48] Cc1[nH]nc2c1C1(CCN(C)CC1)C(C#N)=C(N)O2
→ 4	-3	-30	-0.5	0	-3	6	11
[49] Cc1ccc(S(=O)(=O)OCC23CCC(=O)C=C2CCC2C4CCC(=O)C4(C)CCC23)cc1 (stereo not given)
→ -4	9	18	-0.5	-6	-3	-6	3
[50] C(SCc1nn[nH]n1)c1nn[nH]n1
→ 5	-1	-20	-0.5	11	1	5	0
[51] CN1C2CCC1CC(=NOC(=O)c1ccco1)C2
→ -1	-1	-17	.	7	-6	2	-1

3 entries already listed, ordered by molar mass, lowest first:
Below each compound: Luminol counter	PME-1 Maybridge	Nox1 inhibitor	NOTCH ag	TLR4 MyD88 blk	rat GALR2 agon	KOR antag MB	S1P1 ag
[50] C(SCc1nn[nH]n1)c1nn[nH]n1
→ 5	-1	-20	-0.5	11	1	5	0
[42] C/C=C(\C)C(=O)Nc1ccc(Cl)cc1C(=O)c1ccccc1
→ 0	0	-31	-0.5	-4	-2	5	-16
[43] CC12CCC3C(CC=C4CC(O)CCC43CO)C1CCC2OC(=O)c1ccccc1 (stereo not given)
→ 0	2	-46	-0.2	-6	-10	44	-17

This is a subset; count on the stated rates, not on these rows.
